# MgcRacGAP inhibition: MgcRacGAP GTPase-activating activity inhibitors, confirmation, biochemical, ADP Hunter fluorescence; inhibition, % at 30 µM, or IC50 in µM where a hit was titrated; hit rate 0.6% among 340,000; MgcRacGAP-stimulated Rac1 GTP hydrolysis, ADP Hunter fluorescence; higher % means a stronger effect; GST-tagged Rac1 F28L mutant substrate;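 active = first-screen hits whose inhibition reached a set limit at any dose in the follow-up dose series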;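 note: fluorescence reports GDP produced by GAP-driven GTP hydrolysis; strong numbers were not always called active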
# KOR beta-arrestin-1: KOR antagonists, beta-arrestin recruitment, cell-based, luminescence, uHTS (AID 1778); KOR beta-arrestin recruitment, luminescence, antagonist mode; higher % means a stronger effect; inhibition, % at 10 µM; hits with a dose series show IC50 in µM; hit rate 0.091% among 290,000; in the data active = inhibition above about 50%; note: strong numbers were not always called active
# GPR55 LPI antagonism: inhibition of LPI-stimulated GPR55 beta-arrestin translocation – imaging, U2OS, beta-arrestin-GFP, LPI agonist, primary screen (AID 2013) | inhibition, % at 10 µM; hits with a dose series show IC50 in µM | U2OS GPR55 beta-arrestin-GFP translocation imaging, LPI antagonism; higher % means a stronger effect | hit rate 0.13% among 290,000;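 active = spots per cell inhibited over 60%, with over 100 cells counted and total cytoplasm intensity under 500,000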;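 note: U2OS cells stably carrying GPR55 and arrestin-GFP stimulated by 5 µM LPI near EC80; imaged beta-arrestin-GFP aggregate spots per cell after agonist stimulation; plate controls were LPI-stimulated DMSO wells for no effect and DMSO wells without LPI for full effect; some results filed as inactive read as strong as hits; confirmed hits need IC50 under 10 µM and bright autofluorescent wells are also inconclusive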
# GPR55 beta-arrestin: selective activators of receptor GPR55 – imaging, U2OS cells, beta-arrestin-GFP redistribution, primary screen (AID 1961). hit rate 0.048% among 290,000. U2OS GPR55 beta-arrestin-GFP redistribution imaging; higher % means a stronger effect. one-dose activation, % at 10 µM; EC50 in µM for titrated hits;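 active = activation above 40% with more than 50 cells counted in the well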;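 note: U2OS osteosarcoma cells stably expressing GPR55 and beta-arrestin-GFP; plate controls were DMSO negative control for no effect and LPI positive control for full effect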
# NTR1 ag: NTR1-driven beta-arrestin-GFP spot formation – imaging, U2OS cells, high content, primary screen (AID 493036) | P30989 | agonist mode | activation, % at 20 µM | hit rate 0.17% among 330,000;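 active = activation at or above 40% of the spot to cytoplasm intensity ratio, with at least 20 cells analyzed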;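 note: 0% = DMSO without peptide and 100% = 100 nM NTR1 peptide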
# Target sequence (P30989 whole entry, looked up): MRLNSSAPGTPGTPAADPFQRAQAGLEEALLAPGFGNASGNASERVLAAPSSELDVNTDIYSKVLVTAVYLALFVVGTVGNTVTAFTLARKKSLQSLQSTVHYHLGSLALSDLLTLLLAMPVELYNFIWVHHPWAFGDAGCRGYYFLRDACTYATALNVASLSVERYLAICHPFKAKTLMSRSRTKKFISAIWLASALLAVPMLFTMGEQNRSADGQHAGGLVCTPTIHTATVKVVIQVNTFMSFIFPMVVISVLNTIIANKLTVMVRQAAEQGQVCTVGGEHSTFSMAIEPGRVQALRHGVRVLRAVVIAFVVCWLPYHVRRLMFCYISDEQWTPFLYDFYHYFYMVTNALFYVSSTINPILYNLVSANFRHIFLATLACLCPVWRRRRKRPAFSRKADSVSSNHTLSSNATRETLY
# GPR35 antagonists: inhibition of zaprinast-stimulated GPR35 beta-arrestin translocation – imaging, U2OS, beta-arrestin-GFP, zaprinast agonist, primary screen (AID 2058) | U2OS GPR35 beta-arrestin-GFP translocation imaging, zaprinast antagonism; higher % means a stronger effect | one-dose inhibition, % at 10 µM; IC50 in µM for titrated hits | hit rate 0.052% among 290,000;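 active = inhibition of at least 50% with at least 30 cells and total cytoplasm GFP at most 10,000,000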
# K1F lysis inhibition: inhibition of K1F phage lysis, E. coli UTI89, bacterial capsule biogenesis inhibitors, alamar blue (AID 488966); E. coli UTI89 K1F phage lysis, alamar blue, 2 h; higher % means a stronger effect; inhibition, % at 100 µM, or IC50 in µM where a hit was titrated; hit rate 0.02% among 340,000;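 active = phage lysis inhibition, versus mean bacterial control, above a set limit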;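 note: capsule biogenesis inhibitors block K1F phage lysis so surviving cells raise fluorescence; higher fluorescence means more inhibition of phage lysis; actives were called in the ten point dose series up to 300 µM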
# KOR beta-arrestin-2: kappa opioid receptor activators – cell-based, luminescence, uHTS, primary screen (AID 1777); activation, % at 10 µM; hits with a dose series show EC50 in µM; hit rate 0.02% among 280,000; KOR beta-arrestin recruitment, luminescence; higher % means a stronger effect; in the data active = activation above about 50%, passing the limit was not always enough; note: a part of the inactive calls stands beside numbers as strong as those of hits
# NOD1 NF-kB reporter: inhibition of NOD1-driven NF-kB reporter – cell-based, luminescence, uHTS, primary screen (AID 1578) | one-dose inhibition, % at 4 µM; EC50 in µM for titrated hits | NOD1-driven NF-kB luciferase reporter cells, luminescence; higher % means a stronger effect | hit rate 1% among 290,000; in the data active = inhibition mostly above about 36%, no sharp cut-off; inactive = mostly below about 34%;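 note: HEK-293T reporter cells stimulated with the NOD1 agonist gamma-tri-DAP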
# NTR1 ag cell count 20 µM: also measured in NTR1 ag; calls as there; cell count; measured here: cell count, cytotoxicity flag
# Active calls of the source: *; x = not tested or not shown; [ ] = another dose, or the depositor's remark. Not all compounds are listed, so the mix of outcomes need not match the whole.
# Values in the order – MgcRacGAP inhibition	KOR beta-arrestin-1	GPR55 LPI antagonism	GPR55 beta-arrestin	NTR1 ag	NTR1 ag cell count 20 µM	GPR35 antagonists	K1F lysis inhibition	KOR beta-arrestin-2	NOD1 NF-kB reporter
CC(C)(C)NCc1cc(Cl)ccc1OCc1cccs1
  -7%	-35%	3%	-0.1%	0.1	48	4%	4.1%	5.7%	-5%
COCCCNC(=O)c1ccc(N(C)S(C)(=O)=O)cc1
  0%	-9%	12%	-0.2%	0.9	58	-7%	0.6%	1.0%	x
CC1(C)C(O)=C(c2nc3ccccc3[nH]2)C(=N)N1c1ccccc1
  2%	20%	13%	0.0%	1.5	86	14%	0.3%	1.1%	4%
Cc1ccc(C(=O)NCCNC(=O)c2ccc(C)nc2)cc1
  9%	-10%	17%	-0.2%	-1.0	49	8%	0.5%	-7.8%	-2%
CC(C)(C)n1nc2c(c1NC(=O)Cc1ccc([N+](=O)[O-])cc1)CS(=O)(=O)C2
  6%	27%	15%	-0.2%	-0.4	51	-5%	0.9%	-2.9%	4%
COc1ccc(CN2CCC(CNC(=O)NC3CCCCC3)CC2)cc1
  8%	34%	10%	-0.1%	-1.3	64	3%	9.1%	-2.1%	-15%
Cc1cc(C(=O)NNC(=S)NCc2ccccc2)cs1
  -1%	5%	4%	-0.2%	-1.9	53	1%	0.7%	2.8%	-30%
Cc1cccc2[nH]c(CN(C)C(=O)CC3C(=O)NCCN3CC(C)(C)C)nc12 (stereo not drawn)
  -3%	-18%	0%	0.3%	-0.5	49	5%	0.0%	0.9%	-24%
CC(=O)c1cccc(NC(=O)Nc2cnn(Cc3ccc(Cl)cc3Cl)c2)c1
  -1%	-1%	-7%	0.2%	2.9	69	4%	0.1%	-4.9%	-5%
CCC(=O)N1CCn2c1nc1ccccc12
  11%	x	0%	-0.2%	-1.5	60	1%	-0.8%	x	-5%
CC1(C)Oc2ccc3ccc(=O)oc3c2C(N2CCCCC2)C1O (stereo not drawn)
  -3%	-10%	13%	0.3%	-1.0	86	2%	-0.2%	-2.2%	-4%
CCn1c(SCC(=O)Nc2ccc3c(c2)n(C)c(=O)n3C)nnc1-c1ccncc1
  8%	11%	-5%	-0.2%	0.6	66	-10%	1.0%[50 µM]	3.8%	-20%
CCc1cccc(C)c1NC(=O)CN1C(=O)c2ccccc2S1(=O)=O
  3%	-29%	11%	-0.2%	-2.2	41	-6%	-0.7%	-0.7%	6%
Cc1ccc(/C=N\NC(=O)c2cc(OCC(F)(F)F)ccc2OCC(F)(F)F)cc1
  4%	-116%	13%	0.0%	8.3	63	26%	0.7%	11%	16%
CCC1(C)Cc2c(C#N)c(N)sc(=S)c2CO1 (stereo not drawn)
  6%	-53%	0%	0.0%	-2.0	57	-2%	1.2%	2.4%	3%
CCCCn1c(CCC(=O)O)nc2cc(S(=O)(=O)N(C)C)ccc21
  4%	-5%	11%	-0.1%	0.1	71	-11%	0.9%	-0.9%	-20%
CCCCCCNS(=O)(=O)c1ccc(Cl)s1
  7%	28%	7%	-0.3%	-0.2	57	-4%	0.1%	-1.1%	-6%
Cc1ccc2nc(SCC(=O)Nc3ccc4c(c3)OCCO4)[nH]c2c1
  6%	21%	-4%	-0.2%	0.3	63	13%	-2.5%	-1.7%	-18%
COc1cccc(NC(=O)c2ccc(N3C(=O)C4CC=C(C)CC4C3=O)cc2)c1 (stereo not drawn)
  9%	-6%	0%	0.0%	3.8	82	3%	0.8%[50 µM]	-2.1%	-14%
Cc1cccc(OCC(=O)NNc2c3ccccc3nc3ccccc23)c1
  12%	18%	3%	0.0%	36	59	-1%	-1.3%	7.6%	39%
CSc1nc(N)n(-c2cc(C(F)(F)F)ccn2)n1
  2%	4%	-6%	-0.3%	-0.1	62	-8%	-0.4%	2.6%	10%
O=C(NCCCn1ccnc1)c1cc2c(ccc3ccccc32)o1
  x	-8%	4%	0.7%	-0.4	66	2%	x	-4.1%	-40%
Cn1c2ccccc2c2ncn(CCCN3CCOCC3)c(=O)c21
  8%	31%	9%	-0.4%	-0.9	86	0%	-0.7%	-6.4%	-20%
N#Cc1ccc2[nH]cc(CCO)c2c1
  4%	-34%[20 µM]	9%	0.0%	0.2	79	2%	0.0%	-1.2%	-30%
CC(C)CNC(=O)c1cccc(NC(=O)c2ccccc2-c2ccccc2C(=O)O)c1
  4%	-9%[20 µM]	-2%	0.5%	-0.9	67	8%	-0.9%	0.6%	-44%
COc1cccc(C2=CC(c3cccs3)n3nnnc3N2)c1 (stereo not drawn)
  -2%	-54%	-20%	0.0%	-1.1	74	-13%	-0.5%	-2.7%	-22%
Fc1ccc(C2Nc3cccc4cccc(c34)N2)cc1
  13%	-26%	-7%	0.0%	-0.2	56	7%	0.3%	1.9%	-14%
CCOc1ccccc1C1C(C(=O)OC)=C(N)OC2=C1C(=O)CCC2 (stereo not drawn)
  9%	13%	0%	-0.2%	0.8	48	10%	0.0%	-2.0%	-19%
CCOC(=O)N1CCN(c2ccccc2O)CC1
  11%	40%	19%	-0.1%	-0.3	78	-10%	6.3%	2.7%	-13%
CCSc1cc(N2CCCC2)nc(-c2ccccc2)n1
  8%	1%	-2%	-0.1%	6.9	38	-5%	2.0%	-1.2%	15%
CN1CCN(/N=C/c2nc(-c3ccc(Cl)cc3)n3ccccc23)CC1
  27µM*	28%	6%	0.2%	-1.1	34	5%	4.2%	-2.3%	-25%
CC(/C=N/NC(=O)NC1CCCCC1)=C\c1ccccc1
  1%	10%	0%	0.2%	13	40	9%	-0.1%	-2.3%	-38%
O=C(Nc1cccc(Cl)c1)NC1CC2CCC1C2 (stereo not drawn)
  12%	-23%[20 µM]	-3%	-0.2%	1.7	54	-6%	1.1%	4.6%	18%
Cc1ccc(C(=O)/C=C/c2ccc3ncccc3c2)cc1
  1%	-8%	2%	0.4%	11	61	10%	0.0%	9.6%	22%
Cc1c(Br)c(C(F)(F)F)nn1CC(=O)NCc1ccco1
  6%	-2%	4%	-0.3%	-0.8	57	0%	0.2%	-2.5%	0%
Nc1nnc(CC(=O)N/N=C/c2ccc(-c3ccc(Cl)cc3Cl)o2)s1
  8%	-18%	3%	-0.1%	0.1	57	2%	0.2%	3.6%	-8%
O=C(CN1CCN(c2cccc(Cl)n2)CC1)N1CC(O)CO1 (stereo not drawn)
  4%	-18%[20 µM]	2%	0.8%	-0.8	54	3%	-0.5%	-2.8%	-13%
Cc1ccc(S(=O)(=O)Nc2ccc3c(c2)nc(CCN2CCCC2)n3C)cc1
  13%	12%	3%	-0.1%	2.7	45	-8%	0.3%	9.0%	8%
CCCCC(CC)C(=O)Nc1ccc(Nc2ccccc2)cc1 (stereo not drawn)
  22%	8%	6%	0.9%	3.8	40	1%	0.9%	7.6%	-4%
CNC(=O)Nc1ccc(Cl)cc1
  8%	-1%	-1%	-0.3%	-1.9	75	24%	0.9%	-4.4%	-30%
CC1(C)Cc2c(ccc3ccccc23)C2=C(C(=O)N3CCCC3)C(=O)C(=O)N21
  0%	-10%	-8%	-0.4%	x	x	-2%	0.3%	-2.5%	-9%
Cc1ccc(C(=O)NS(=O)(=O)c2ccc(N=NN(C)C)cc2)cc1
  2%	-34%[20 µM]	-4%	-0.1%	-1.7	89	17%	0.3%	x	47%*
COc1cccc(CNC(=O)C2CCN(S(=O)(=O)c3c(C)nn(C)c3C)CC2)c1
  6%	9%	-2%	-0.2%	3.4	66	2%	-0.6%	-5.9%	-11%
CCN(CCO)C1CC(=O)N(c2ccccc2C)C1=O (stereo not drawn)
  9%	-34%	6%	-0.5%	2.0	52	0%	-0.6%	-0.9%	-11%
CCOC(=O)C1=C(N)OC2=C(C(=O)CCC2)C1c1ccc(C)s1 (stereo not drawn)
  8%	-106%	-1%	0.0%	1.8	56	6%	-0.7%	9.3%	32%
COC(=O)c1ccc(CSc2nc3ccc(S(N)(=O)=O)cc3[nH]2)cc1
  11%	-60%	0%	-0.4%	1.1	53	-11%	-1.0%	4.3%	-14%
CCCNc1c(NS(=O)(=O)c2ccc(C)c(C)c2)c(=O)oc2ccccc12
  -3%	2%	10%	-0.1%	-1.3	73	0%	0.2%	2.8%	2%
COc1ccc(CCNC(=O)c2ccccc2Cl)cc1OC
  0%	-29%[20 µM]	4%	-0.1%	1.2	39	-11%	0.1%	-1.9%	-22%
O=C(CSCc1c(F)cccc1Cl)NCCSCc1ccco1
  3%	3%[20 µM]	11%	-0.1%	-1.2	72	0%	-0.2%	-7.2%	-31%
NC1=NC[C@H](Cc2ccc(O)cc2)N1CCCCC1CCCCC1
  14%	18%	3%	-0.1%	16	80	-17%	-3.1%	-1.0%	0%

# (continued)
# Values in the order – MgcRacGAP inhibition	KOR beta-arrestin-1	GPR55 LPI antagonism	GPR55 beta-arrestin	NTR1 ag	NTR1 ag cell count 20 µM	GPR35 antagonists	K1F lysis inhibition	KOR beta-arrestin-2	NOD1 NF-kB reporter
CCCc1cc(=O)[nH]c(SCC(=O)N2CCCc3ccccc32)n1
  5%	-2%[20 µM]	12%	-0.1%	-0.2	55	27%	-0.5%	x	-3%
Clc1cccc(Cl)c1CNc1ccc(N2CCCC2)cc1
  x	6%	7%	-0.1%	0.6	90	-7%	x	-5.5%	-14%
COc1ccc(/C=C/C(=O)NCCOc2ccccc2OC)cc1
  6%	x	9%	-0.2%	0.0	42	-20%	3.7%	4.3%	-32%
CCCCSCCCNC(=O)c1ccc(CS(=O)(=O)c2ccc(OC)cc2)o1
  -4%	-32%	-3%	0.7%	1.1	86	-7%	-1.7%[50 µM]	3.0%	-6%
COc1ccc(C(=O)C2CCCN(C(=O)c3cccc(N4CCCC4=O)c3)C2)cc1OC (stereo not drawn)
  9%	10%	7%	-0.2%	-0.2	59	2%	2.5%	-5.7%	-12%
CCOc1cc(C(=O)NCC(=O)N/N=C/c2sccc2C)cc(OCC)c1OCC
  6%	-35%[20 µM]	2%	-0.1%	0.2	35	-10%	-0.2%	-0.7%	-8%
O=C(O)C1CC=CCC1C(=O)Nc1ccccc1C(=O)N1CCN(c2ccc(Cl)cc2)CC1 (stereo not drawn)
  x	-18%[20 µM]	5%	-0.1%	0.2	49	-4%	x	-6.9%	-16%
O=C(CCCO)c1ccc2c(c1)OCCO2
  1%	5%	17%	-0.2%	2.3	53	-7%	-1.2%	-2.8%	-19%
Cc1ccc(/C=C/C2=NN(Cc3ccccc3Cl)C(=O)CC2)cc1
  4%	-3%	-9%	0.0%	9.0	39	4%	0.6%	1.2%	5%
Cc1nc(NC(=O)CCc2ccccc2)sc1C
  9%	-6%	-6%	-0.2%	0.8	74	5%	0.1%	8.6%	22%
